Assay outcomes from PubChem BioAssay.
M4 PAM: human M4 muscarinic receptor positive allosteric modulators, primary screen, CHO-K1 cells, Fluo-8 calcium fluorescence; activation, % at 3 µM; Muscarinic acetylcholine receptor M4 (Homo sapiens), P08173; 360,000 compounds, 0.4% hits; CHO-K1 hM4/Gqi5, ACh EC20; 0% = ACh EC20, 100% = maximal ACh; AID 624126, 2012;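 active = activation above its plate's cutoff, the mean activation of sample wells plus 3 SD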; note: some results filed as inactive read as strong as hits
Target sequence (P08173 whole entry, looked up): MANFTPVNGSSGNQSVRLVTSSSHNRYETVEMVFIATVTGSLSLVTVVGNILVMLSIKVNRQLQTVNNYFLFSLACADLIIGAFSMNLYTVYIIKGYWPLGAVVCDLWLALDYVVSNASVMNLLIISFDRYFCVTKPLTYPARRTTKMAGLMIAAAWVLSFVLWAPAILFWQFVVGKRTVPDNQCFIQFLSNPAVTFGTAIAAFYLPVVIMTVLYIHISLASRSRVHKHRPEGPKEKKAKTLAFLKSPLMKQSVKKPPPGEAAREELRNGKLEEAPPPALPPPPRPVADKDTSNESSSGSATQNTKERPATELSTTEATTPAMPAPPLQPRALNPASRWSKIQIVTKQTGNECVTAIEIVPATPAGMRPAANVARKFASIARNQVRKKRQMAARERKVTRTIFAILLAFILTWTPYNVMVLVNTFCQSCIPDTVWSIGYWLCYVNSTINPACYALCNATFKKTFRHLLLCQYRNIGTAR
M4 antag: human M4 muscarinic receptor antagonists, primary screen, CHO cells, Fluo-8 calcium fluorescence; Muscarinic acetylcholine receptor M4 (Homo sapiens), P08173; CHO-hM4 cells, ACh EC80; inhibition, % at 3 µM; 360,000 compounds, 0.73% hits; AID 624125, 2012;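 active = inhibition above its plate's cutoff, the mean inhibition of sample wells plus 3 SD, cut at about 27% in these data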;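 note: 0% = acetylcholine EC80 with DMSO and 100% = DMSO without agonist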
CHRM5 PAM: human M5 muscarinic receptor positive allosteric modulators, primary screen, CHO-K1 cells, Fluo-8 calcium fluorescence; Muscarinic acetylcholine receptor M5 (Homo sapiens), P08912; CHO-K1 hM5, ACh EC20 PAM; 0% = ACh EC20, 100% = ACh EC100; activation, % at 3 µM; 360,000 compounds, 0.3% hits;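 active = activation above the run cutoff, the mean activation of all test compounds plus 3 SD, cut at about 18% in these data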
Target sequence (P08912 whole entry, looked up): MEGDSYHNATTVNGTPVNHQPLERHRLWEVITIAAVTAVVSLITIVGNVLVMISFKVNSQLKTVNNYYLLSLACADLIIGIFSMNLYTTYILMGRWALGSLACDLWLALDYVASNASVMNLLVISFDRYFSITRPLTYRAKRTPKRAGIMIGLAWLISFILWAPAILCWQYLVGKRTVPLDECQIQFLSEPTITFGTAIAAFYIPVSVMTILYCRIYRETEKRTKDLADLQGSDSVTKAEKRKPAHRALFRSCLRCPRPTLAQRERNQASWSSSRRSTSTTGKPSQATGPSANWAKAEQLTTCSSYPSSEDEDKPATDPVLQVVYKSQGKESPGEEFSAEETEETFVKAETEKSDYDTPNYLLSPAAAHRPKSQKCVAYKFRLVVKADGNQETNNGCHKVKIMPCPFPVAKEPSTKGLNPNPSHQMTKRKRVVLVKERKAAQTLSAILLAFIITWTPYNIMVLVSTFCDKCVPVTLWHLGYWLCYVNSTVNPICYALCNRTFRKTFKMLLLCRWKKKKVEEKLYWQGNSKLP
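system = human M5 receptor in CHO-K1 cells | reagent = EC20 acetylcholine as agonist stimulus | compound dosing = single-point, 3 µM nominal | incubation = Fluo-8 loading 80 min at 37 °C plus 30 min room temperature | detection = Fluo-8 calcium dye fluorescence, kinetic read | benchmarks = low control EC20 acetylcholine (0%), high control EC100 acetylcholine (100%)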
CHO-K1 Ca ag: counter-screen for M1 agonists: effect in parental CHO-K1 cells; activation, % at 3 µM; AID 602248, 2012; Fluo-8 calcium fluorescence; scaled to maximal ATP response, vehicle zero; 360,000 compounds, 0.48% hits; in the data active = activation above about 15%;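 note: untransfected CHO-K1 host cells lacking M1 receptor as counterscreen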
CHRM4 agonist: human M4 muscarinic receptor agonists, primary screen, CHO-K1 cells, Fluo-8 calcium fluorescence; activation, % at 3 µM; Muscarinic acetylcholine receptor M4 (Homo sapiens), P08173; 360,000 compounds, 0.14% hits; CHO-K1 hM4/Gqi5; vehicle 0%, full acetylcholine response 100%;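 active = activation above the run mean over all test wells plus 3 SD, cut at about 32% in these data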;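 note: peak over basal fluorescence ratio per well then scaled between controls; 0% = DMSO wells and 100% = acetylcholine at EC100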
CHO-K1 Ca antag: M1 antagonist counterscreen hit in parental CHO-K1 cells | inhibition, % at 3 µM | ATP-induced calcium, Fluo-8 fluorescence | 360,000 compounds, 0.6% hits;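 active = inhibition above a per-plate cutoff, the plate's mean sample inhibition plus 3 SD, cut at about 24% in these data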;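 note: 0% = DMSO plus EC80 ATP and 100% = DMSO alone without ATP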
M1 PAM parental: nonselective calcium activators in parental CHO-K1 cells, primary screen, counter-screen for M1 PAM project, cell-based, Fluo-8 calcium fluorescence, full deck, 1536-well | AID 602247, 2012 | ATP EC20; 0% at ATP EC20, 100% at ATP max | 360,000 compounds, 0.02% hits | activation, % at 3 µM;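 active = activation above the run cutoff, the mean activation of all test compounds plus 3 SD, cut at about 40% in these data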;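 note: peak over basal fluorescence ratio in a 140 s read after ATP addition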
M5 antag: human M5 muscarinic receptor antagonists, primary screen, CHO cells, Fluo-8 calcium fluorescence. inhibition, % at 3 µM. 360,000 compounds, 0.59% hits. AID 624040, 2012. CHO-hM5 cells, ACh EC80;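 active = inhibition above a per-plate cutoff, the mean of that plate's test compounds plus 3 SD, cut at about 27% in these data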;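 note: 0% = acetylcholine EC80 with DMSO and 100% = DMSO without agonist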
M5 ag: human M5 muscarinic receptor agonists, primary screen, CHO-K1 cells, Fluo-8 calcium fluorescence; 360,000 compounds, 0.19% hits; Muscarinic acetylcholine receptor M5 (Homo sapiens), P08912; CHO-K1 hM5 cells; 0% DMSO wells, 100% maximal acetylcholine response; activation, % at 3 µM; AID 624037, 2012;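 active = activation above the run's mean over test compounds plus 3 SD, cut at about 23% in these data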;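 note: signal is peak over basal fluorescence ratio across the kinetic read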
Starred values were filed as active, the others as inactive; / = no result given.

SMILES	M4 PAM	M4 antag	CHRM5 PAM	CHO-K1 Ca ag	CHRM4 agonist	CHO-K1 Ca antag	M1 PAM parental	M5 antag	M5 ag
Cc1nc(CSc2ccc(Cl)cc2)cs1	-3	-3	4	0.9	0	-11	23	0	-9
CCCOc1ccc(F)cc1-c1cc(C(=O)NCc2ccco2)[nH]n1	8	-8	-10	-1.0	2	9	1	13	-2
O=C1/C(=C\c2cccnc2)Sc2ccccc21	-2	0	9	1.4	0	-3	13	7	7
Oc1ccc(Nc2nc3ccccc3nc2Nc2ccc(O)cc2)cc1	-12	27*	-7	0.9	4	-6	1	5	4
C[C@H](CO)N1C[C@H](C)[C@@H](CN(C)C(=O)Nc2ccccc2)Oc2ccc(NC(=O)Nc3ccc(C(F)(F)F)cc3)cc2C1=O	16	-1	-2	-0.2	6	4	-10	8	7
CC(C)C(c1nnnn1Cc1ccccc1)N1CCc2ccccc2C1 (stereo unspecified)	-2	5	-16	-0.2	1	-20	11	5	-6
COc1ccc(S(=O)(=O)NCCc2nnc3ccc(SCC(=O)Nc4cc(C)on4)nn23)cc1	1	8	-2	0.0	1	-2	-1	13	-4
CC(C)(C)OC(=O)NN1CC(=O)N2Cc3[nH]c4ccccc4c3C[C@H]2C1=O	-7	0	-7	10.0	5	1	-6	2	0
NNC(=O)c1cccc(COc2ccc3c(c2)CCC3)c1	9	7	4	0.8	0	-8	19	1	0
O=C(CSc1nc2ccccc2c(=O)n1Cc1ccco1)NCc1ccco1	-1	-4	6	2.6	6	-17	4	-1	0
COc1ccc(CC(=O)NCc2cccc(Cl)c2)cc1S(=O)(=O)N1CCOCC1	0	7	5	0.8	2	-12	8	-2	0
CC(C)C1CC(O)(C2(O)CCCCC2)ON1 (stereo unspecified)	3	-2	2	0.2	0	-2	16	-5	-2
CCOCCCNC(=O)c1cn(CC)c2ccc(S(=O)(=O)N3CCCC3)cc2c1=O	8	-13	-4	0.4	1	-13	13	8	-7
CC(C)[C@H](NC(=O)c1ccccc1F)C(=O)OCC(=O)Nc1sccc1C(N)=O	-2	9	-14	13	13	-11	9	8	10
Cc1ccc(C(=O)N2CC=C(c3ccccc3)CC2)s1	2	-15	4	-0.1	0	-21	11	-3	-4
O=C(Nn1c(C2CC2)nc2ccccc2c1=O)c1ccco1	8	0	2	1.0	0	-13	14	-10	1
CC1=C(C(=O)N2CCOCC2)CC(CC(=O)NC2CCCCC2)C(=O)N1Cc1ccc(C(C)(C)C)cc1 (stereo unspecified)	0	-1	0	-0.2	4	-3	5	3	0
CN(C)CCCNc1oc(-c2cccc(Cl)c2)nc1C#N	0	-7	4	1.2	4	-3	18	1	-1
CCOC(=O)c1nn(-c2ccc(Cl)cc2)c(C)cc1=O	-2	5	-6	1.4	2	2	9	11	0
CCCN1CCN(S(=O)(=O)c2ccc3c(c2)CC(C)N3C(=O)C2CC2)CC1 (stereo unspecified)	-8	9	0	1.2	1	-13	3	4	0
CCOc1c2ccoc2nc2c(OC)c(OC)ccc12	2	6	1	-0.2	0	-6	2	-2	2
O=C(NCCCN1CCCC1=O)c1ccc(NS(=O)(=O)c2cccc([N+](=O)[O-])c2)cc1	18	-3	3	0.1	0	-1	8	3	-5
Cc1nc(N2CCN(C(=O)c3cnccn3)CC2)c2c3c(sc2n1)CC(C(C)(C)C)CC3 (stereo unspecified)	-4	-12	8	0.6	2	-3	8	-5	-1
COc1cccc(CNCCO)c1OCc1ccccc1	11	-10	-7	-0.5	3	2	-6	-4	-3
Cc1ccc(-n2c(O)c(/C=N/Nc3ccc(S(=O)(=O)N4CCOCC4)cc3[N+](=O)[O-])c3ccccc3c2=O)c(C)c1	-3	1	-8	7.7	5	11	13	8	2
Cc1ccc(NC(=O)CN(C)CC(=O)N(C)Cc2ccccc2)cc1	5	-6	7	0.5	2	-18	18	-1	-2
COC(=O)[C@@]12C[C@@H](CC(=O)NCc3cccc4ccccc34)C(=O)N(Cc3ccco3)C1=CCC(C)(C)C2	6	2	0	/	5	/	/	-2	0
CCC[C@@H]1CCCO[C@@](C(=O)NCc2ccccn2)(C(F)(F)F)C1	0	-7	-1	-1.0	0	-9	-3	8	-4
CC(=O)Oc1ccc2occ(C(=O)c3cccs3)c2c1	5	-6	-1	0.6	2	-2	17	-5	-8
Cc1ccccc1NC(=O)c1ccc(CSc2ncccn2)cc1	-6	14	-3	-0.2	-1	15	-16	0	-2
O=C(CSc1nc(O)c(Cc2ccccc2)c(=O)[nH]1)N1CCOCC1	8	-6	2	0.9	2	-10	16	-1	4
Cc1cccc(C(=O)Nc2nc3ccc(S(C)(=O)=O)cc3s2)c1	-6	0	-7	2.5	9	-1	-6	9	-4
C/C=C/COC(=O)C1=C(C)NC(=O)NC1c1ccc2c(c1)OCO2 (stereo unspecified)	-7	9	1	0.7	0	25*	-6	15	0
CCN/C=C(\C#N)S(=O)(=O)c1ccc(Br)cc1	7	11	8	1.6	2	-17	22	-3	2
O=C(OCc1c(Cl)cccc1Cl)c1cccnc1	6	2	2	0.6	0	-13	15	1	-9
O=C1CN(C(=O)COC(=O)c2ccc([N+](=O)[O-])o2)c2ccccc2N1	5	-5	9	0.1	1	-14	13	-3	1
CC(NC(=O)c1ccccc1Cl)C1COc2ccccc2O1 (stereo unspecified)	1	3	-7	0.2	1	8	6	-5	-9
O=C(Nc1cccc(Cl)c1)c1ccc(F)c(S(=O)(=O)N2CCN(c3ccccn3)CC2)c1	2	11	-2	0.2	0	1	7	3	0
O=C(CN1C(=O)NC2(CCCC2)C1=O)OCC(=O)c1cccc(Cl)c1	5	-5	3	0.7	2	0	-18	0	4
CC(C)C(NC(=O)c1ccc(Cl)cc1Cl)C(=O)NCCc1ccccn1 (stereo unspecified)	5	-5	1	7.0	0	5	12	2	0

Taken from above:
Reading for Cc1ccccc1NC(=O)c1ccc(CSc2ncccn2)cc1 under M5 ag: -2
Reading for CC(C)C(NC(=O)c1ccc(Cl)cc1Cl)C(=O)NCCc1ccccn1 (stereo unspecified) under M5 antag: 2
Reading for CCOc1c2ccoc2nc2c(OC)c(OC)ccc12 under M4 PAM: 2

Next part:
SMILES	M4 PAM	M4 antag	CHRM5 PAM	CHO-K1 Ca ag	CHRM4 agonist	CHO-K1 Ca antag	M1 PAM parental	M5 antag	M5 ag
CCCn1c(N)c(C(=O)NS(=O)(=O)c2ccc(C)cc2)c(=O)n(C)c1=O	-5	-2	-1	17*	3	6	2	-1	0
COc1ccc(C=O)cc1OS(=O)(=O)c1ccccc1[N+](=O)[O-]	4	-21	-6	0.9	5	-5	5	5	-3
CCOc1ccc2nc(NCCNC(=O)Nc3ccccc3)c(C#N)cc2c1	0	-8	-1	0.0	-1	16	-8	0	-1
CCOc1ccccc1NC(=O)c1ccc(CN2CCc3ccccc3C2)cc1	-5	-5	-3	10	-2	3	13	-3	-11
CCOC(=O)C1(C)CCN1C(=O)c1cc(C)oc1C (stereo unspecified)	1	3	0	0.4	0	-11	20	-1	0
CC(C)(C)[C@@H]1CCC(=O)N(CC[C@H](N=[N+]=[N-])c2ccccc2)CC1	-4	2	-2	-0.6	-1	-12	1	0	-2
O=C(Nc1ccc(Cl)cc1)c1ccc2ncsc2c1	2	-6	-4	6.1	6	-14	6	5	-1
Fc1ccc(C2CCCN2Cc2nc(-c3cnccn3)no2)cc1 (stereo unspecified)	2	4	5	0.6	2	8	-8	-15	-1
Cc1ncc(CN2CCCC(C(=O)Nc3ccc(-c4cccc(F)c4)cc3)C2)s1 (stereo unspecified)	-5	1	0	11	12	7	2	-2	-1
COc1ccc(NC(=O)c2ccccc2NS(C)(=O)=O)cc1OC	-7	9	6	0.3	0	12	-8	-4	-1
COC(=O)c1ccc2nc(-c3ccco3)c(Cc3ccccc3C(F)(F)F)n2c1	14	-15	10	-0.2	-2	-2	15	-9	2
O=c1[nH]c2c(c(=O)[nH]1)OCN(Cc1ccccc1)C2	-2	-2	10	0.1	0	-2	-8	4	3
CCOC(=O)N1CCN(C(=O)COC(=O)c2cccc(S(C)(=O)=O)c2)CC1	-5	4	8	1.9	1	2	9	-6	-4
N#CC1(Nc2ccc(-c3ccc(NC4(C#N)CCCC4)cc3)cc2)CCCC1	2	-11	1	0.1	0	0	-14	10	1
O=C(c1cccc(NS(=O)(=O)c2ccc(F)c(F)c2)c1)N1CCCCC1	3	0	2	1.1	2	-2	3	2	1
CCOC(=O)N1CCC(NC(=O)CCS(=O)(=O)c2ccc3c(c2)CCN3C(=O)CC)CC1	15	1	6	0.3	0	-9	12	-6	2
COc1ccnc(Oc2ccccc2)c1C#N	-1	-7	4	0.2	1	-17	12	-6	-3
COc1cccc(C(=O)Nc2ccc3c(c2)C(=O)N(CC2CCCO2)C3=O)c1 (stereo unspecified)	-4	4	-7	4.5	8	-1	8	6	3
CC1OC(C)(C)OC1C1CNc2nc(NC(=O)C(C)(C)C)[nH]c(=O)c2N1C(=O)c1cccnc1 (stereo unspecified)	7	-11	-3	0.2	0	-12	18	1	0
CCN(CC)CCN1C(=O)C(=O)/C(=C(/O)c2ccc(OC)c(OC)c2)C1c1ccccn1 (stereo unspecified)	2	-7	2	0.5	0	-12	18	4	-4

M4 antag: what is marked active above.
Structure,M4 PAM,M4 antag,CHRM5 PAM,CHRM4 agonist,M5 antag,M5 ag
Oc1ccc(Nc2nc3ccccc3nc2Nc2ccc(O)cc2)cc1,-12,27*,-7,4,5,4

The listing continues.
SMILES	M4 PAM	M4 antag	CHRM5 PAM	CHO-K1 Ca ag	CHRM4 agonist	CHO-K1 Ca antag	M1 PAM parental	M5 antag	M5 ag
COc1ccc2nc(N=Nc3ccc(O)c4ccccc34)sc2c1	4	-2	3	0.2	0	-17	22	1	1
CC(Sc1cccc[n+]1[O-])C(=O)Nc1ccc([N+](=O)[O-])cc1Cl (stereo unspecified)	-4	-9	6	0.7	1	-17	21	5	-5
Cc1nn(CCCC(=O)Nc2cccnc2Cl)c(C)c1[N+](=O)[O-]	12	29*	0	0.6	1	-11	3	3	0
Cc1cccc(C)c1NC(=O)C(c1ccnc2ccccc12)n1c(=O)c(-c2ccccc2)nc2ccccc21 (stereo unspecified)	5	-11	1	/	0	/	/	-2	0
COc1cc(CNc2ccc3[nH]c(=O)[nH]c3c2)ccc1OCc1cccc(C)c1	-2	-5	-4	2.8	2	-10	11	6	-6
CCCC(=NCc1ccccc1)C1=C(O)C(C(=O)OC)C(C)(C)CC1=O (stereo unspecified)	4	0	-2	0.3	0	-1	12	-3	0
NC(=O)C1CCN(C(=O)/C(=C/c2ccco2)NC(=O)c2ccccc2)CC1	-1	1	-5	-0.1	0	-5	-6	8	-3
COc1ccc(C2C(C(=O)c3ccco3)=C(O)C(=O)N2CCc2ccccc2)cc1OC (stereo unspecified)	2	2	6	-0.1	1	2	3	-2	1
O=C(CN1C(=O)/C(=C/c2ccc(Cl)cc2)SC1=S)NC1C=CS(=O)(=O)C1 (stereo unspecified)	2	-16	5	-0.7	2	-16	14	5	-5
